From PubChem
XIAP displacement: XIAP antagonists, biochemical, IAP family, fluorescence polarization (AID 1018); E3 ubiquitin-protein ligase XIAP (Homo sapiens); XIAP BIR domain, fluorescence polarization peptide displacement; higher % means a stronger effect; one-dose displacement, % at 20 µM; IC50 in µM for titrated hits; actives 0.007% (n = 200,000); in the data active = displacement above about 50%; also: a part of the inactive calls stands beside numbers as strong as those of hits
WT yeast gro inh: growth inhibition of WT strain, primary screen, mitochondrial fusion inhibitor project, WT and mutant strains, chemical genetic; AID 1362, 2008; mitochondrial fusion phenotypic screen; actives 2.1% (n = 190,000); inhibition, % at 10 µM; in the data active = inhibition above about 58%; tested in S. cerevisiae
PMI inhibitors: inhibitors of human PMI, primary screen, biochemical, fluorescence intensity, coupled assay (AID 1209) | Mannose-6-phosphate isomerase (Homo sapiens) | purified PMI enzyme, coupled fluorescence intensity; higher % means a stronger effect | inhibition, % at 20 µM, or IC50 in µM where a hit was titrated | actives 0.42% (n = 190,000);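 also: plate controls were DMSO vehicle for no effect and wells lacking substrate for full effect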
P. falciparum M17LAP: P. falciparum M17LAP inhibitors, primary screen, biochemical, fluorogenic H-Leu-NHMec substrate, 1536-well (AID 1619). Leucine aminopeptidase (Plasmodium falciparum (isolate 3D7)). recombinant M17LAP, H-Leu-NHMec fluorogenic kinetic assay; higher % means a stronger effect. inhibition, % at 30 µM; hits with a dose series show IC50 in µM. actives 0.38% (n = 220,000);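 active = compound inhibiting the enzyme by more than half at any dose during confirmatory dose-response retesting; inconclusive = strong single-dose inhibitors picked by rank but not retested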;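 also: plate controls were full reaction with DMSO carrier for no effect and no enzyme background for full effect; strong numbers were not always called active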
Yfh1-depleted yeast: enhancers of respiration in Yfh1-depleted yeast, dose response, Friedreich's ataxia, plus single-dose screen (AID 1465) | actives 0.074% (n = 220,000) | fold induction at 50 µM, or EC50 in µM where a hit was titrated | S. cerevisiae Yfh1-off respiration, WST-1 reduction, 72 h; higher fold induction means a stronger effect;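 active = fold induction of absorbance versus untreated yeast above a set limit, then at least 30% activation at any dose in follow-up; inconclusive = repeats straddling the limit, or above it without dose testing; inactive = fold induction below the set limit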;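 also: activators that raise dye reduction in frataxin-depleted yeast; strong numbers were not always called active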
LYP phosphatase: inhibitors of LYP phosphatase, biochemical, fluorescence intensity, uHTS (AID 1779) | actives 0.054% (n = 290,000) | inhibition, % at 11.5 µM; hits with a dose series show IC50 in µM | Tyrosine-protein phosphatase non-receptor type 22 (Homo sapiens) | recombinant LYP phosphatase, fluorescence intensity; higher % means a stronger effect;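 also: plate controls were vehicle with enzyme for no effect and no enzyme for full effect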
M1AAP inhibition: P. falciparum M1AAP inhibitors, biochemical, fluorogenic H-Leu-NHMec substrate, 1536-well (AID 1445); Aminopeptidase N (Plasmodium falciparum (isolate 3D7)); actives 0.42% (n = 220,000); recombinant M1AAP, H-Leu-NHMec fluorogenic kinetic assay; higher % means a stronger effect; one-dose inhibition, % at 30 µM; IC50 in µM for titrated hits;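 active = primary inhibition above the hit cutoff, then over 50% inhibition at one or more dose response concentrations, cut at about 23% in these data, passing the limit was not always enough; inconclusive = conflicting primary data, or primary hits not chosen for dose response; inactive = low primary inhibition, or under 50% at every dose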;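 also: plate controls were DMSO full reaction for no effect and no enzyme background for full effect; strong numbers were not always called active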
TNAP activation fold: human TNAP enzyme activators, primary screen, biochemical, luminescent, no phosphate acceptor, uHTS (AID 1001); activation fold at 20 µM; hits with a dose series show EC50 in µM; purified TNAP, luminescent activation assay, no phosphate acceptor; higher activation fold means a stronger effect; actives 0.03% (n = 200,000); in the data active = activation fold from about 3, or a potency from the dose series; inactive = the rest, 99 in 100 with activation fold below about 1.6; also: many of its hits are not listed in these tables
PMI inhibition: human PMI inhibitors, high substrate, primary screen, biochemical, fluorescence intensity, high mannose 6-phosphate (AID 1220); Mannose-6-phosphate isomerase (Homo sapiens); recombinant PMI enzyme, coupled fluorescence intensity; higher % means a stronger effect; inhibition, % at 20 µM, or IC50 in µM where a hit was titrated; actives 0.66% (n = 190,000)
WT yeast gro inh mutant strain: further read-out of WT yeast gro inh, marked with its call; inhibition, %; mitochondrial fusion phenotypic screen, mutant strain inhibition
* = called active by the depositor; i = inactive; ? = inconclusive; . = not tested or not shown. Rule as the data show it, unless noted: active = inhibition above about 50%; inactive = the rest.

molecule	XIAP displacement	WT yeast gro inh	WT yeast gro inh mutant strain	PMI inhibitors	P. falciparum M17LAP	Yfh1-depleted yeast	LYP phosphatase	M1AAP inhibition	TNAP activation fold	PMI inhibition
O=c1c(Br)c(N2CCOCC2)cnn1-c1ccccc1	-3.6%	8	11	1%	-4%	i	-5%	2%	1	2%
O=C(OCCN1C(=O)c2ccccc2C1=O)c1cccs1	-6.0%	11	5	0%	4%	i	-1%	-1%	1.1	4%
CCCn1c(SCN2C(=O)c3ccccc3C2=O)nc2cc(Cl)ccc2c1=O	0.5%	9	7	13%	-9%	i	-6%	7%	1.1	2%
CCCCc1ccc(NC(=O)N[C@H](C(=O)O)C(C)CC)cc1 (stereo not given in full)	-4.1%	-2	7	10%	6.3µM*	i	5%	-3%	1.1	6%
CCN(CC)S(=O)(=O)c1cccc(-c2nnc(SCC(=O)NCCC3=CCCCC3)n2N)c1	-1.0%	-9	0	14%	9%	i	-1%	7%	1.1	19%
Cc1nnc(NC(=O)c2sc3ccccc3c2Cl)s1	-5.1%	38	33	2%	14%	i	2%	27%*	1	7%
c1ccc(C(c2ccccc2)N2CCN(c3nc4ccccc4n4cnnc34)CC2)cc1	-5.7%	17	11	8%	-6%	i	1%	6%	1.1	13%
COc1cc(Cl)c(C)cc1NC(=O)CSc1ccccc1	2.9%	28	-7	9%	0%	i	0%	3%	0.8	0%
Cc1nc(CN(C)C(=O)c2cc(COc3c(F)cccc3F)on2)cs1	-6.5%	-15	-3	4%	.	i	-6%	.	1.1	-3%
CCOC(=O)C(=NC1CCS(=O)(=O)C1)NNc1cc(Cl)ccc1Cl (stereo not given)	.	.	.	.	6%	i	-8%	-3%	.	.

An excerpt from above in order of their number in PMI inhibition, largest number first.
structure	XIAP displacement	WT yeast gro inh mutant strain	PMI inhibitors	P. falciparum M17LAP	LYP phosphatase	M1AAP inhibition	TNAP activation fold	PMI inhibition
c1ccc(C(c2ccccc2)N2CCN(c3nc4ccccc4n4cnnc34)CC2)cc1	-5.7%	11	8%	-6%	1%	6%	1.1	13%
Cc1nnc(NC(=O)c2sc3ccccc3c2Cl)s1	-5.1%	33	2%	14%	2%	27%*	1	7%
CCCn1c(SCN2C(=O)c3ccccc3C2=O)nc2cc(Cl)ccc2c1=O	0.5%	7	13%	-9%	-6%	7%	1.1	2%

Back to the main list; the 4 compounds before the break are reprinted first.
molecule	XIAP displacement	WT yeast gro inh	WT yeast gro inh mutant strain	PMI inhibitors	P. falciparum M17LAP	Yfh1-depleted yeast	LYP phosphatase	M1AAP inhibition	TNAP activation fold	PMI inhibition
c1ccc(C(c2ccccc2)N2CCN(c3nc4ccccc4n4cnnc34)CC2)cc1	-5.7%	17	11	8%	-6%	i	1%	6%	1.1	13%
COc1cc(Cl)c(C)cc1NC(=O)CSc1ccccc1	2.9%	28	-7	9%	0%	i	0%	3%	0.8	0%
Cc1nc(CN(C)C(=O)c2cc(COc3c(F)cccc3F)on2)cs1	-6.5%	-15	-3	4%	.	i	-6%	.	1.1	-3%
CCOC(=O)C(=NC1CCS(=O)(=O)C1)NNc1cc(Cl)ccc1Cl (stereo not given)	.	.	.	.	6%	i	-8%	-3%	.	.
Oc1ccc(/C=N/Nc2ccnc3cc(Cl)ccc23)cc1O	.	.	.	.	1%	i	-9%	6%	.	.
N#C/C(=C\N1CCN(Cc2ccc3c(c2)OCO3)CC1)c1nc2ccccc2s1	-17%	16	-1	16%	10%	i	10%	15%	1	11%
COc1ccc(-n2cc(CN(C)Cc3n[nH]c(=O)[nH]3)c(-c3cccc(F)c3)n2)cc1	-7.1%	8	9	14%	8%	i	-4%	-1%	1.2	6%
Cc1cccc(C)c1NC(=S)N1CCCN(C)CC1	-6.5%	12	-19	-21%	-8%	i	-6%	1%	1	0%
Cc1ccccc1C(=O)N1CCN(c2nc(N3CCOCC3)nc(N3CCOCC3)n2)CC1	-3.0%	-4	-18	16%	-8%	i	-2%	3%	1.1	20%
O=C(Nc1ccc(N2CCN(C(=O)c3ccco3)CC2)cc1)c1cccnc1Cl	-3.1%	-12	-13	-6%	.	i	-7%	.	1	8%
C/C(CC(=O)N1CCN(C=O)CC1)=N\NC(=O)c1ccc([N+](=O)[O-])cc1	-2.2%	-8	-3	.	30%	i	-4%	-2%	1	.
Cc1oc(-c2ccccc2)cc1C(N)=O	-0.9%	-13	1	0%	-8%	i	-1%	7%	1.1	-2%
CC(=O)c1ccc(OCC(O)CN2CCC(C)CC2)cc1 (stereo not given)	-7.3%	4	10	-1%	4%	i	-10%	0%	1.1	-5%
CC(C)Oc1c(Cl)cc(CNC(C)(C)CO)cc1Cl	-5.2%	-4	6	12%	8%	i	-2%	0%	1	1%
O=C(/C=C/Nc1ccc(Oc2ccccc2)cc1)c1ccco1	-1.1%	25	28	16%	1%	i	-3%	3%	1.1	12%
Cc1ccc(CNC(=O)COC(=O)Cc2ccc(-c3ccccc3)cc2)cc1	0.9%	-2	-19	1%	1%	i	-8%	-4%	1.1	-5%
COc1cc(CN2CCNC(=O)C2CC(=O)N(C)Cc2cccnc2)cc(OC)c1 (stereo not given)	-6.6%	2	12	.	-4%	i	-1%	5%	1	.
CCn1c(NCc2cccs2)nc2ccccc21	-16%	-4	4	10%	14%	i	-2%	4%	1.1	8%
CCc1ccc(NC(=O)CSc2nc3n[nH]c(C)c3c(=N)n2-c2cccc(OC)c2)cc1	-5.8%	0	1	11%	11%	i	1%	3%	1.2	15%
O=C(C1CCN(c2nnc(-n3cccc3)s2)CC1)N1CCN(Cc2ccc3c(c2)OCO3)CC1	-3.9%	2	-7	5%	5%	i	-4%	2%	1.1	-2%
Cc1cc(C)cc(NC(=O)Cn2ncn3c(cc4ccccc43)c2=O)c1	-3.0%	-4	8	1%	-9%	i	-2%	9%	1	2%
c1cncc(-c2nc(NCc3ccco3)c3ccccc3n2)c1	-3.4%	-6	-17	4%	18%	i	2%	21%	1	-8%
COc1ccc2nc(C)cc(Nc3ccc(N4CCOCC4)cc3)c2c1	-2.5%	17	-3	13%	10%	i	-1%	6%	1	8%
Cc1ccc(NC(=O)COC(=O)C2CC2C)c(S(=O)(=O)N2CCCCC2)c1 (stereo not given)	-4.7%	-4	-10	0%	1%	i	-10%	7%	1	7%
CCNC(=O)Cn1cc(C#N)c2ccccc21	-0.2%	-18	-3	26%	-6%	i	-4%	9%	1.1	-3%
CCNC(=S)SCCOc1ccc(C)cc1	-7.6%	2	-3	4%	-11%	i	-14%	-8%	0.6	-7%
Cn1c(N)c(N2CCN(c3ccccc3)CC2)c(=O)[nH]c1=O	-5.0%	-7	9	-5%	-2%	i	3%	-6%	1	0%
COC(=O)c1c(NC(=O)c2ccc(C)c(S(=O)(=O)Nc3ccccc3C)c2)sc2c1CCCC2	0.4%	8	4	12%	-2%	i	10%	4%	1.1	9%
C/C(CC(C)(C)C1CCCCC1)=N\NC(N)=S	2.1%	64	72	16%	10%	i	-3%	6%	0.9	11%
Cc1nc(C(C)NC(=O)CCc2nnc(CCCc3ccccc3)o2)c(C)s1 (stereo not given)	-4.4%	3	-4	.	-1%	i	-6%	-6%	1.1	.
O=C(NCCCN1CCN(Cc2ccccc2Cl)CC1)Nc1ccccc1	-3.1%	-33	-13	-1%	10%	i	-5%	11%	1	-6%
Cc1ccc2oc(-c3ccc(NC(=O)c4ccc5c(c4)OCO5)cc3)nc2c1	-5.8%	-3	-5	-6%	-11%	i	-8%	-3%	1.1	-8%
Cc1nnc(-c2cnn(C)c2N)n1CCCN(C)C	-5.6%	-2	7	-7%	-1%	i	-4%	-4%	1.2	-2%
CC(C)OC(=O)COc1ccc(-c2ccccc2)cc1	6.8%	-9	0	-1%	7%	i	-8%	-13%	1.1	3%
O=C(O)c1ccc2nc(-c3ccccc3)sc2c1	-1.4%	-4	30	-11%	15%	i	-5%	?	1.2	-10%
Cc1c(NC(=O)COC(=O)CCC(=O)c2ccc(Cl)cc2)c(=O)n(-c2ccccc2)n1C	-6.2%	2	-16	-4%	8%	i	-4%	8%	1.1	0%
CCc1ccc(Nc2nnc(SCC(=O)Nc3sccc3C(N)=O)s2)cc1	-10%	-5	-8	6%	15%	i	-3%	8%	0.9	11%
O=C(Nc1ccc(N2CCN(C(=O)c3ccco3)CC2)cc1)c1ccccc1	-3.5%	-9	-6	7%	1%	i	-8%	6%	1.1	8%
COc1ccc(CNC(=O)C/C(C)=N/NC(=O)C23CC4CC(CC(C4)C2)C3)cc1	-15%	9	-14	3%	3%	i	-7%	0%	1	-2%
CN1CCN(C2=NC(=O)/C(=C/c3ccccc3OS(=O)(=O)c3ccccc3)S2)CC1	.	.	.	.	15%	i	-5%	5%	.	.
Cc1cccc(NC(=O)CSc2nc(N)cc(N)n2)c1	-4.3%	11	3	-1%	34%	i	-12%	1%	1	-2%
COC(=O)c1cccc(NC(=O)c2onc3c2CCCC3)c1	-1.0%	18	8	3%	11%	i	-2%	-2%	1	12%
Cn1cccc1/C=N/N1CCN(c2ccccc2)CC1	1.0%	-17	-13	-2%	6%	i	-4%	2%	1.1	10%
CCOc1ccc(NC(=O)CSc2nc(C3CC3)nc3ccccc23)cc1	-17%	7	-5	5%	18%	i	-7%	3%	0.9	7%
